Bioassay records (PubChem BioAssay)
TDP1 inh: TDP1 (human) enzyme inhibition; recombinant TDP1, AlphaScreen DNA substrate cleavage; Potency, µM (highest dose often 130 µM), inactives show top-dose activity change, negative = inhibition, usual class: inhibitors; actives 0.28% (n = 350,000); AID 485290; note: nearly all actives have a fitted effect of over 40% in size
Target sequence (Q9NUW8 whole entry, looked up): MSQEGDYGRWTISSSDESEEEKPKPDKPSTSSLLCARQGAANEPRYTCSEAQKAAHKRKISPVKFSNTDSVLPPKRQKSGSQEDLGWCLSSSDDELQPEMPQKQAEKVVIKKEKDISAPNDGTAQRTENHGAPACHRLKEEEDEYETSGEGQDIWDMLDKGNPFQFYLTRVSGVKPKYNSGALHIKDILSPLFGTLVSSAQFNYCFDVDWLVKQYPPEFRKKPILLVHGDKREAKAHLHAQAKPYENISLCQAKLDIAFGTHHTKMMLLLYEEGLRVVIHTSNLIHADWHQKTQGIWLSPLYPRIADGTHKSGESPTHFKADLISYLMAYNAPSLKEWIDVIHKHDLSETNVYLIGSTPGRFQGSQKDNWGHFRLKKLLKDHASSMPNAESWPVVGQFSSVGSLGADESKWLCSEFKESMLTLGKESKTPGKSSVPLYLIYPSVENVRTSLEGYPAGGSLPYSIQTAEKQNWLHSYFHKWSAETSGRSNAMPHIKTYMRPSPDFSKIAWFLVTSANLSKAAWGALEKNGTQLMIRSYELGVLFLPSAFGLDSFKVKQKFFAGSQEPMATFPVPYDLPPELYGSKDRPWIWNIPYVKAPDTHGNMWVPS
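AlphaScreen read-out: signal falls as enzyme removes the 3' tyrosine-FITC from a 5'-biotinylated DNA oligo (15 nM, 5 min, RT). Enzyme was E. coli-made recombinant Tdp1 at 1 nM, exposed to compound for 15 min beforehand; beads 10 ug/ml, 10 min.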
TDP1 cell CPT: growth inhibition of DT40 Tdp1-/-;hTDP1 cells with camptothecin (screen for TDP1 inhibitors); chicken DT40 Tdp1-/-;hTDP1 cells + 20 nM CPT, ATP luminescence, 48 h; Potency, µM (series often up to 46.2 µM), for the others: at the highest dose activity change, negative = growth inhibition, usual class: inhibitors; actives 12% (n = 420,000); AID 686979; note: nearly all actives have a fitted effect of over 55% in size
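Chicken DT40 Tdp1-/- cells complemented with human TDP1, 400 cells/well, exposed to compounds plus 20 nM camptothecin for at least 48 h at 37 C; viability read as ATP content by CellTiter-Glo luminescence.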
DT40 TDP1 no CPT: qHTS for Inhibitors of human tyrosyl-DNA phosphodiesterase 1 (TDP1): qHTS in cells in absence of CPT. DT40 Tdp1-/- hTDP1 cells, no CPT, ATP luminescence, 48 h. Potency, µM (highest dose often 46.2 µM), for the others: top-dose activity change, negative = growth inhibition, hits mostly inhibitors. actives 15% (n = 420,000); note: nearly all actives have a fitted effect of over 55% in size
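Seeded 400 DT40-hTDP1 cells/well (vehicle DMSO, no 20 nM CPT); pinned compounds; ≥48 hr at 37 °C; CellTiter-Glo luminescence as viability measure.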
Starred values were filed as active, the others as inactive; ? = inconclusive; / = no result given; & = joins results of further samples; [ ] = another dose, or the depositor's remark. Calls come from the whole dose curve; as a rule, active = well fitted curve in the direction sought with a large enough effect; inconclusive = small, poorly fitted or top-dose-only effect, or another doubt; inactive = no such curve, though single readings can be large; an effect the other way counts as inactive or inconclusive. % is set by controls: 0 for no effect and ±100 for the full control effect; potency is the fitted concentration of half-maximal effect.

SMILES	TDP1 inh	TDP1 cell CPT	DT40 TDP1 no CPT
CCCCCCCC/C=C\CCCCCCCC(=O)NCc1ccc(O)c(OC)c1	9.5%	3.35µM*	?
CCOC(=O)c1ccc(NC(=O)CC2C(=O)N(c3ccc(C)cc3)C(=O)N2C2CCCC2)cc1 (stereo not given)	5.6%	?	20.6µM*
O=C(CNC(=O)c1ccccc1F)NCCN1C(=O)S/C(=C\c2ccc3c(c2)OCO3)C1=O	-0.3%[56.1 µM]	-22.0%	-13.0%
COc1ccc(CC(=O)NNC(=O)c2ccccn2)cc1	/	18.9%	?
CC(C)Cc1ccc(-c2cc3nc(NCCOc4ccccc4)ccn3n2)cc1	/	?	?
COc1ccc(C(=O)NCc2nnc(SCC(=O)Nc3cc(C)on3)o2)cc1OC	-3.1%	1.5%	16.0%
CC1(c2nnc(-c3ccc(F)cc3)o2)CC(c2ccc([N+](=O)[O-])cc2)=NO1 (stereo not given)	5.9%	-27.8%	-26.8%
O=C(O)C1CCC(CNS(=O)(=O)c2ccccc2)CC1 (stereo not given)	/	-5.3%	-7.6%
CNC(=O)CN(c1cc(C)ccc1OC)S(=O)(=O)c1ccc(C)cc1	-3.3%	-4.4%	-10.1%
COc1ccc(CC(=O)NNC(=O)c2cccs2)cc1OC	-2.5%	8.8%	13.4%
COc1ccc(C2/C=C\CN(S(=O)(=O)c3ccc(C)cc3)CC(=O)N2Cc2cccc(F)c2)cc1 (stereo not given)	1.3%[56.1 µM]	14.6µM*	?
COc1ccc(S(=O)(=O)NCc2ccc(C)cc2)cc1	0.0%	-5.0%	?
CSc1ccc(CN2CCC(N3CC(C)OC(C)C3)CC2)cc1 (stereo not given)	/	-14.5%	-25.1%
O=C(NC1CC2CCCC(C1)N2C(=S)NCCc1ccccc1)C1CC1 (stereo not given)	-3.0%	-85.2%	?
CC1CCN(S(=O)(=O)c2ccc(NC(=O)N3c4ccccc4Sc4ccccc43)cc2)CC1	7.9%	-19.5%	-6.9%
COCCCNC(=O)c1ccc(-c2csc(C)n2)cc1	0.0%	-5.1%	2.6%
CCSc1nc2c(c(=O)n1-c1ccc(F)cc1)SCC2	0.0%	?	?
O/N=C/c1ccc2cccc(OCc3ccccc3)c2n1	/	-3.9%	-1.7%
CCOc1ccccc1CNC(=O)c1c(C)oc2ncnc(N3CCOCC3)c12	4.2%	-1.4%	-6.7%
Cn1cnnc1SC1CCCCC1NS(=O)(=O)c1ccc(Cl)cc1 (stereo not given)	-2.4%	6.6%	-16.7%
CC(C)(C)OC(=O)CNC(=O)c1nc[nH]c1C(=O)NCc1ccccc1	/	?	-16.4%
COc1ccc([C@H]2C[C@@H](n3cc(-c4ccc(F)cc4)nn3)[C@H](O)CN2C(=O)c2cccs2)cc1	/	?	?
COc1ccc(C(=O)OCCN2CCOCC2)cc1OC	5.9%	2.5%	-17.3%
O=C(/C=C/c1ccco1)N(Cc1ccc(F)cc1)C1CCS(=O)(=O)C1 (stereo not given)	-3.6%	5.2%	-3.2%
COCCCN1C(=O)C(O)=C(C(=O)c2ccco2)C1c1cccc(Br)c1 (stereo not given)	-1.0%	-18.5%	-13.6%
Cc1ccc(CN2CC(C(=O)NCCCSc3ccccc3)CC2=O)cc1 (stereo not given)	2.7%	?	?
Cc1nn(-c2ccccc2)c(Cl)c1C1C(C#N)=C(N)Oc2n[nH]c(C)c21 (stereo not given)	6.5%	?	?
NC(=O)CC(NC(=O)c1cccc(Br)c1)c1ccc(N2CCC(N3CCCCC3)CC2)c([N+](=O)[O-])c1 (stereo not given)	/	-5.9%	-2.1%
O=C(CSc1nc(=O)n(Cc2cccnc2)c2c1CCC2)Nc1cccc(Cl)c1	2.6%	-26.2%	?
COc1ccc(CCN(Cc2nc3ccccc3c(=O)[nH]2)C(=O)c2ccco2)cc1OC	-4.2%	-6.9%	-12.3%
Clc1ccc(/C=N/N2CCN(Cc3ccccc3)CC2)cc1	/	?	-3.3%
CSc1nnc2c3cc(F)ccc3n(Cc3ccccc3)c2n1	6.3%	3.8%	-10.1%
Nn1c(COc2cccc(Br)c2)nnc1SCC(=O)NCC1CCCO1 (stereo not given)	-0.3%	-11.6%	19.1%
Cc1ccc(S(=O)(=O)CCC(=O)NNC(=O)CN(C)S(=O)(=O)c2ccc(C)cc2)cc1	-0.2%	3.8%	-19.8%
CCc1cc2ccc(C)cc2nc1SCC(=O)N1CCN(C(=O)c2ccco2)CC1	8.7%	?	18.4µM*
Cc1ccc(C2CC(c3cccs3)=NN2C(=O)CSC2=NCCS2)cc1 (stereo not given)	2.2%	?	?
Cc1cc(=O)n2nc(N3CCC(C(=O)Nc4ccc(Br)cc4F)CC3)sc2n1	2.5%	?	2.5%
COc1cccc(NC(=O)c2ccc(-c3ccc([N+](=O)[O-])cc3)o2)c1	8.4%	-28.8%	?
Cc1ccc(C(=O)Nc2c(C)n(C)n(-c3ccccc3)c2=O)cc1S(=O)(=O)N1CCCCC1	1.1%	6.5%	4.9%
COc1ccc2[nH]c3c(NCCCOC(C)C)ncnc3c2c1	/	?	?
COC(=O)CN(n1cnnc1)S(=O)(=O)c1ccccc1Cl	4.5%	-14.1%	-2.1%
CC1(C(=O)Nc2ccc3c(c2)OCO3)CCN1C(=O)c1ccccc1 (stereo not given)	/	11.5%	5.8%
CCCOc1ccccc1C(=O)Nc1ccc(S(=O)(=O)N2CCN(C)CC2)cc1	4.6%	18.4µM*	16.4µM*
CN(C)/C=N/C(=S)Nc1ccc(Br)cc1F	-0.9%	-2.6%	?
Cc1cccc(N(Cc2ccccc2)C(=O)Cc2ccc(S(=O)(=O)N3CCOCC3)s2)c1	3.7%	?	23.1µM*
CC(C)(C)c1ccccc1OCCOCCSc1ncccn1	/	-6.9%	?
CCN(CC(=O)N1CCCC1)S(=O)(=O)c1ccc(Br)cc1	/	11.6%	-13.4%
Cc1ccc2c(CC(=O)N3CCN(S(=O)(=O)c4ccccc4)CC3)coc2c1	-19.7%	4.9%	-17.3%
COc1cccc(OC)c1C(=O)OCC(=O)NC(=O)NCc1ccccc1	-1.2%	-25.2%	?
Cc1cc(Nc2cccc(Cl)c2)nc2ccc(NC(=O)Cc3c(F)cccc3Cl)cc12	-2.5%	13µM*	7.31µM*
COc1ccc(CNC(=O)CN(C)Cc2ccc(SC)cc2)cc1	8.0%	?	?
O=C(CNc1cccc([N+](=O)[O-])c1)N1CCN(S(=O)(=O)c2ccc(Cl)cc2)CC1	0.2%	?	?
O=C(Nc1cccc(Cl)c1)c1csc([C@@H]2C[C@H](O)[C@@H](CO)O2)n1	/	-21.5%	-10.9%
CC1CCN(S(=O)(=O)c2ccc(NC(=O)Cn3nnc(-c4ccccc4F)n3)cc2)CC1	0.0%	-29.5%	?
CCCCOCC(O)CN1CCN(C(C)=O)CC1 (stereo not given)	-1.0%	-19.2%	-16.0%
COc1ccc(-c2cn3c(C)c(C(=O)N4CCCc5ccccc54)sc3n2)cc1	/	?	?
COc1cccc(CNC(=O)CCc2c(C)nc3c4c(C)cc(C)nc4nn3c2C)c1	0.0%	?	23.1µM*
COc1ccc(NC(=O)CCC(=O)c2cccs2)cc1S(=O)(=O)Nc1ccccc1Cl	-2.8%	-4.6%	-27.5%
Cc1ccccc1N1CCN(C2CCCN(C(=O)c3snnc3C)C2)CC1 (stereo not given)	2.7%	7.0%	3.4%
Cc1nc(C(=O)NNC(=O)c2ccc(Cl)cc2)c(C(F)(F)F)o1	/	?	?

Whole records as entered above. Order of values: TDP1 inh	TDP1 cell CPT	DT40 TDP1 no CPT
`CC1(C(=O)Nc2ccc3c(c2)OCO3)CCN1C(=O)c1ccccc1` (stereo not given) across the screens: /	11.5%	5.8%
`COCCCN1C(=O)C(O)=C(C(=O)c2ccco2)C1c1cccc(Br)c1` (stereo not given) across the screens: -1.0%	-18.5%	-13.6%
`CCc1cc2ccc(C)cc2nc1SCC(=O)N1CCN(C(=O)c2ccco2)CC1` across the screens: 8.7%	?	18.4µM*
`CCCCOCC(O)CN1CCN(C(C)=O)CC1` (stereo not given) across the screens: -1.0%	-19.2%	-16.0%
`Cc1ccccc1N1CCN(C2CCCN(C(=O)c3snnc3C)C2)CC1` (stereo not given) across the screens: 2.7%	7.0%	3.4%

Remaining list, next part:
SMILES	TDP1 inh	TDP1 cell CPT	DT40 TDP1 no CPT
CCOC(=O)c1sc(NC(=O)CS(=O)(=O)c2ccc(C)cc2)nc1C	3.6%[0.0935 µM]	?	?
CCOc1ccccc1C(=O)NCC(=O)OCC(=O)c1c(N)n(C)c(=O)n(C)c1=O	-0.4%	-5.9%	-1.0%
COC(=O)c1cc2ccsc2n1Cc1nc(-c2cccc(Cl)c2)oc1C	-2.9%	-9.2%	-26.0%
CCOC(=O)C1=CC[C@@H](c2ccccc2C(F)(F)F)N(S(=O)(=O)c2ccc(C)cc2)[C@H]1c1ccc(C#N)cc1	/	14.6µM*	13µM*
O=C(O)c1cc(-c2ccco2)nc2ccc(Br)cc12	7.9%	35.8%[activator]	-24.1%&-12.9%
COc1ccccc1NC(=O)Cn1c(=O)n(Cc2cccs2)c(=O)c2cccnc21	-2.0%	20.6µM*	-77.2%
CCOc1ccc(NC(=O)CSc2nnc3c(n2)[nH]c2ccc(S(=O)(=O)N4CCOCC4)cc23)cc1	/	?	?
CCOC(=O)c1ccc(-n2c(CCC(=O)O)ccc2-c2ccccc2)cc1	7.0%	4.4%&-25.8%	-18.4%&-26.4%
Cc1ccc(Nc2nnc(SCn3nnc4ccccc4c3=O)s2)cc1	0.0%	?	?
O=C(CSc1nnc(-c2ccccc2Cl)o1)N1CCCC1	3.6%	12.2%	-13.4%
Cc1cc(N2CCN(c3cccc(C(F)(F)F)c3)CC2)n2nc(-c3ccccc3C)nc2n1	7.0%	18.4µM*	16.4µM*
O=S(=O)(Nc1nccs1)c1cnc(Cl)c(Br)c1	5.5%	?	?
CN(Cc1ccccc1)C(=O)C1(C)CCN1C(=O)Cc1ccc(Cl)cc1Cl (stereo not given)	/	?	?
COc1ccc(S(=O)(=O)N(C)CC(=O)Nc2ccccc2OC)cc1	-1.0%	-13.8%	-19.9%
CCCNC(=O)C1(C)CCN(C(=O)c2cccc(OC(F)(F)F)c2)C1 (stereo not given)	/	8.3%	2.9%
Cc1ccc(OCC(=O)N2CCN(S(C)(=O)=O)CC2)cc1	5.6%	1.0%	-12.0%
C/C(CC(=O)Nc1ccc(N(C)C)cc1)=N\NC(=O)c1ccc([N+](=O)[O-])cc1	10.4%	-17.3%	-7.1%
CN(C)CCn1c(=S)[nH]c2ccccc2c1=O	5.9%	17.2%	12.4%
O=c1cc(O)c2sc3nc(C(F)(F)F)c4c(c3c2[nH]1)CCCCC4	4.6%	8.7%	-12.9%
NC(=S)NNC(=O)C12CC3CC(CC(C3)C1)C2	0.0%	-0.3%	24.6%
COc1cccc(C(NC(C)=O)c2nc(-c3cccc(NC(C)=O)c3)cs2)c1 (stereo not given)	/	-25.8%	9.7%
Brc1ccc(OCCCCCN2CCOCC2)cc1	-7.4%	3.0%	-5.7%
CC(=O)Nc1ccc(NC(=O)c2cccc3ccccc23)cc1	/	4.4%	-9.1%
O=C(CN1CCC(NC(=O)c2ccccc2F)CC1)Nc1ccc2c(c1)OCO2	-2.5%	-27.3%	12.8%
CCC(Oc1ccccc1)C(=O)N1CCN(CC)CC1 (stereo not given)	2.8%	-13.3%	5.1%
O=C(O)c1ccccc1Oc1ccc(Oc2ccccc2)cc1	3.2%	1.1%	0.5%
CCCc1cc(=O)oc2cc(C)cc(OCC(=O)NC3CCN(Cc4ccccc4)CC3)c12	2.2%	?	?
COc1ccc(Nc2nc3c(S(=O)(=O)c4ccccc4)nnn3c3ccc(Cl)cc23)cc1OC	3.9%	0.2%	-0.3%
COc1ccc(OCCC(=O)OCC(=O)NC2CCCCCCC2)cc1	0.0%	-28.5%	4.2%
Cc1cccc(C(=O)O/N=C/c2c(Cl)n(C)c3ccccc23)c1	-8.3%	?	?
CCn1c(=O)c(C(=O)NNS(=O)(=O)c2ccc(Br)cc2)c(O)c2ccccc21	7.6%	?	-13.6%
CC1CCN(c2nn3c(=O)c(C(=O)NC(C)C)cnc3s2)CC1	2.6%	-18.6%	?
O=C(CN1C(=O)S/C(=C/C=C/c2ccccc2)C1=O)Nc1ccc(C(=O)O)cc1	-9.8%	-0.4%	-20.7%
COCCNC(=O)CN1C(=O)COc2ccc(S(=O)(=O)N3CC(C)CC(C)C3)cc21 (stereo not given)	/	6.4%	-1.8%
COCC(=O)Nc1nnc(Cc2ccc(OC)c(OC)c2)s1	3.8%	-5.4%	-11.0%
CCOc1ccc(NC(=O)c2cnc3scc(C)n3c2=O)cc1	8.2%	?	?
